# CAL PDZ FP-1 = CAL PDZ peptide-binding inhibitors, primary screen, biochemical, fluorescence polarization, Cer-tagged CAL PDZ, HTS; purified CAL PDZ, TMR-peptide fluorescence polarization, 1 h; inhibition, % at 20 µM; 330,000 tested, 0.02% active; AID 504414, 2011; Golgi-associated PDZ and coiled-coil motif-containing protein (Homo sapiens), Q9HD26;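 active = highest replicate inhibition of at least 40%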;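 also: plate controls were DMSO neutral control wells for no effect and unlabeled competitor peptide control wells for full effect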
#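 material = purified tagged CAL PDZ domain construct (CerCALP) | buffer or medium = sodium phosphate/NaCl buffer pH 7.4 with TCEP, IgG, Thesit | reagent = TMR-labelled reporter peptide T*-PRC34 bound in PDZ groove | incubation = 1 h room-temperature incubation prior to read | measured by = fluorescence polarization (mP) | evaluation = percent inhibition from loss of millipolarization | control set = unlabelled peptide and DMSO controls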
# Cardiac RTF inh = cardiac RTF calcium sensitivity inhibitors, primary screen, biochemical, IANBD-TnC fluorescence, EC70 calcium; 340,000 tested, 0.12% active; AID 493244, 2011; inhibition, % at 7.15 µM; Troponin I, cardiac muscle (Homo sapiens) + Troponin T, cardiac muscle (Homo sapiens) + …; IANBD-labeled cardiac RTF, Ca2+ fluorescence;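 active = inhibition above the mean inhibition of all tested compounds plus 3 SD, cut at about 17% in these data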;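 also: assay run at fixed EC70 calcium of 1.6 mM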
# LANA DNA inh = inhibitors of KSHV C-LANA binding to DNA, primary screen, biochemical, fluorescence polarization, FAM-LBS DNA, MBP-C-LANA, single point; inhibition, % at 9 µM; 340,000 tested, 0.078% active; AID 504423, 2011; Kaposi's sarcoma herpesvirus LANA C-terminal domain (residues 932-1162) DNA binding;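 active = highest replicate inhibition at or above 60% at 9 µM, even if other replicates fall short; inactive = all replicates below 60% inhibition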;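 also: 0% = neutral control wells and 100% = 4 µM acridine orange control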
# Keap1 Nrf2 FP = Keap1-Nrf2 protein-protein interaction inhibitors, primary screen, biochemical, fluorescence polarization, single point; inhibition, % at 9.4 µM; Keap1 Kelch-Nrf2 peptide fluorescence polarization, 1536-well; 340,000 tested, 0.15% active; AID 504523, 2011; in the data active = inhibition above about 12%;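 also: human Keap1 Kelch domain with fluorescein labeled Nrf2 9mer peptide probe; 0% = neutral control wells and 100% = peptide positive control; higher means more block of Keap1 binding to Nrf2 peptide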
# NSD2 inh = NSD2 histone methyltransferase inhibitors, primary screen, biochemical, AlphaScreen, single concentration, set 2. Histone-lysine N-methyltransferase NSD2 (Homo sapiens), O96028. NSD2 peptide methylation, 120 min. inhibition, % at 12.5 µM. 310,000 tested, 0.54% active; in the data active = inhibition above about 50%
# Target sequence (O96028 whole entry, looked up): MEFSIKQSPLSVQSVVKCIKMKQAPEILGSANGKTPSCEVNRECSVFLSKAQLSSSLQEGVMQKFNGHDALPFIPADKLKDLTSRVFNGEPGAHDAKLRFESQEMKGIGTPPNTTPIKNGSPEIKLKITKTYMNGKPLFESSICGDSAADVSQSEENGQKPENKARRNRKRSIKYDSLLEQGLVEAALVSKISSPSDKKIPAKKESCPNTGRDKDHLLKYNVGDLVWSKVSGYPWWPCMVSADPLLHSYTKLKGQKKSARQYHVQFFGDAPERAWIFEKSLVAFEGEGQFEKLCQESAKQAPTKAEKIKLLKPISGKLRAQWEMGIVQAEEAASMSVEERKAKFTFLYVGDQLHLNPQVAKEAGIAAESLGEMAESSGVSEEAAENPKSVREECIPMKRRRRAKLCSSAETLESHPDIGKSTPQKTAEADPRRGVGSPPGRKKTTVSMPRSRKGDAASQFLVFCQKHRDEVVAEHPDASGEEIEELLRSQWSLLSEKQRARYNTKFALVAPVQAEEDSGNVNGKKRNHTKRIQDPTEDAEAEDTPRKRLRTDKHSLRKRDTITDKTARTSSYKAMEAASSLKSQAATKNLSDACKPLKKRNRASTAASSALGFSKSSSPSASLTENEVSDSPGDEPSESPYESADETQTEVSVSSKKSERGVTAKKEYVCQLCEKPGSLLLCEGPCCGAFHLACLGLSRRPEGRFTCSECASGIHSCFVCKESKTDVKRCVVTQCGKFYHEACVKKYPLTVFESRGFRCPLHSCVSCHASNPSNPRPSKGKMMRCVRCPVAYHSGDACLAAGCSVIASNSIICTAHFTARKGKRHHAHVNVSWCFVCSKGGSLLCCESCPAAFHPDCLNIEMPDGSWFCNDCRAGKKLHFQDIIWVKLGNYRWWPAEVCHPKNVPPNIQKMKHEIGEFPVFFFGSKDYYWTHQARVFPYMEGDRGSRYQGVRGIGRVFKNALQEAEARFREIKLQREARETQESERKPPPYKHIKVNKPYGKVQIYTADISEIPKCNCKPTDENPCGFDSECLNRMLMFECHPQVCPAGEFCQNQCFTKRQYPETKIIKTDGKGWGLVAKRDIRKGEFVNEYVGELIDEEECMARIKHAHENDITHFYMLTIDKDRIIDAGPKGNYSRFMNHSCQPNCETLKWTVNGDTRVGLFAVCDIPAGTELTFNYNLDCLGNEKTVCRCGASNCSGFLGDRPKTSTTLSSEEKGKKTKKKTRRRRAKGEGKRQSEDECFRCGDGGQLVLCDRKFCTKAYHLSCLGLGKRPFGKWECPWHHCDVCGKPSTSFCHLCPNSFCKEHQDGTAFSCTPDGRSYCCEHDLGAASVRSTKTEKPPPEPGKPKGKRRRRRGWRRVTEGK
# Arr AP2 block = inhibitors of beta-arrestin/AP2 binding, primary screen, biochemical, GPCR trafficking, flow cytometry. inhibition, % at 10 µM. beta-arrestin 1 C-terminal peptide binding to AP2 beta2-adaptin appendage (human). 340,000 tested, 0.31% active. FITC-arrestin peptide / GST-AP2 beads; AP2 beta2 appendage carries R879A mutation;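 active = inhibition above a set limit, near 3 SD of compounds lacking own fluorescence, cut at about 54% in these data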;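 also: plate controls were DMSO wells for no effect and 5 µM unlabelled arrestin peptide for full effect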
#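 Material – AP2 appendage R879A on GSH beads · Buffer or medium – PBS with 0.05% Tween 20 and 0.1% BSA · Probe or stimulus – fluorescein-tagged arrestin peptide at 50 nM final · Incubation – compound with beads 12 min RT, then probe 1 h RT · Detection – high-throughput flow cytometry of beads, ex 488, em 535 nm · Evaluation – percent response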
# V-ATPase pHluor = regulators of yeast V-ATPase proton pumping, primary screen, pHLuorin cytosolic pH fluorescence; S. cerevisiae; response, % at 10 µM; 350,000 tested, 0.37% active; AID 504577, 2011; in the data active = response mostly above about 7.3%, no sharp cut-off; inactive = mostly below about 5.4%; also: actives read high; inactives centre near 0; some compounds called inactive have numbers as strong as hits
# DAGLB inh = DAGLB lipase inhibitors, primary screen, biochemical, fluorescence, HTS. Diacylglycerol lipase-beta (Homo sapiens), Q8NCG7. HEK293T DAGLB membrane lysate, EnzChek fluorogenic substrate. inhibition, % at 5.17 µM. 340,000 tested, 0.059% active. AID 504411, 2011; in the data active = inhibition above about 34%;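 also: 0% = enzyme with vehicle and 100% = wells lacking enzyme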
# DSG3 Ab inh = inhibitors of pemphigus antibody binding to DSG3, primary screen, biochemical, bead-based, flow cytometry, scFv-GFP; DSG3-coupled beads, scFv-anti-DSG3-GFP binding; active compounds read low; 310,000 tested, 0.48% active; binding (percent of control), % at 10 µM; Desmoglein-3 (Homo sapiens), P32926;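 active = binding more than 3 SD below its plate's average and above zero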;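 also: hits lower antibody fragment binding to DSG3; some compounds called inactive have numbers as strong as hits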
# CAL PDZ FP-2 = untagged CAL PDZ binding inhibitors, primary screen, biochemical, fluorescence polarization, HTS; purified CAL PDZ, TMR-peptide fluorescence polarization, 1 h; inhibition, % at 24.9 µM; 300,000 tested, 0.92% active; AID 602252, 2012;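 active = mean inhibition of at least 30% with at least half of replicates also reaching 30%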;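 also: 0% = DMSO neutral control and 100% = excess unlabeled competitor peptide PRC23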
# Starred values were filed as active, the others as inactive; nt = not tested or not shown.
SMILES,CAL PDZ FP-1,Cardiac RTF inh,LANA DNA inh,Keap1 Nrf2 FP,NSD2 inh,Arr AP2 block,V-ATPase pHluor,DAGLB inh,DSG3 Ab inh,CAL PDZ FP-2
CCOc1ccc(-c2nc(C#N)c(NCC3CCCO3)o2)cc1 (configuration not stated),-1.6,2,-0.5,-1,12,-4,-8,0,102,-2
CCN(CC)C(=O)CN(c1ccc(Cl)cc1)S(=O)(=O)c1ccccc1,-0.2,0,-0.8,-4,-2,-7,-7,-1,96,-2
O=C1Nc2ccccc2C(=O)N2C[C@@H](O)C[C@H]12,-0.8,-2,1.4,-1,-1,-3,1,0,112,-8
Cn1cc(C(=O)Nc2ccc(Cl)cc2)c(C(F)(F)F)n1,-2.5,-3,-0.9,-1,-4,-7,0,-2,85,-5
CN=c1scc(-c2ccccc2F)n1/N=C/c1ccc[nH]1,0.3,-12,0.7,-6,2,11,-2,3,121,4
COc1ccccc1CNC(=O)N1CCN(c2ccccc2C)CC1,-1.9,6,-3.0,-1,2,1,1,-9,91,-3
COC(=O)/C(=C\Nc1ccc(Cl)cc1Cl)NC(=O)c1ccc(Cl)cc1Cl,0.1,-3,0.0,-3,nt,21,-3,-4,nt,0
CS(=O)(=O)c1ccc(Cl)c(NC(=O)COC(=O)c2ccc(F)cc2Cl)c1,0.6,-5,71*,1,-2,-2,1,-1,87,15
Fc1ccc(C(c2nnnn2Cc2cccs2)N2CCN(C3CCCC3)CC2)cc1 (configuration not stated),-0.9,-17,-1.0,0,-4,1,-3,0,100,-2
Cc1cc(-c2ccccc2)nc(N2CCC(C(=O)NC(C)C)CC2)n1,-2.3,3,0.8,1,1,23,-5,-2,102,nt
CCN(C(=O)COC(=O)c1cc(S(=O)(=O)Nc2c(C)n(C)n(-c3ccccc3)c2=O)ccc1Cl)C1CCCCC1,-0.4,9,-1.2,1,-1,-12,2,-2,109,nt
O=S1(=O)C=C(SCc2ccccc2)Nc2ccccc21,-0.8,2,-0.2,5,0,21,0,-4,nt,-4
Cn1cc(CN2CCN(c3ccc(Cl)cn3)CC2)c(-c2ccccc2F)n1,-3.9,3,-0.7,-1,3,28,4,1,89,-2
OCCC1CN(Cc2ccccc2-c2ccco2)CCN1C1CCCC1 (configuration not stated),-2.6,-2,1.3,4,6,-18,4,0,96,-5
Cc1ccc(CN(CC(=O)NCCc2ccccc2)C(=O)CCCC(=O)Nc2cc(C)on2)cc1,-1.3,3,-0.2,2,-1,27,2,2,96,-1
Cc1ccc(C(c2nnnn2C(C)(C)C)N2CCC(C)CC2)cc1 (configuration not stated),nt,-20,-1.3,2,1,10,2,-9,119,4
COC(=O)[C@]1(Cc2ccccc2)N[C@H](c2ccc(-c3ccc(OC)cc3)cc2)[C@@H]2C(=O)N(C)C(=O)[C@@H]21,0.5,-6,0.1,-2,nt,4,0,-1,105,-1
CCn1nc(C(=O)NNC(=O)c2ccccc2OCc2c(C)noc2C)c2ccccc2c1=O,-3.3,-4,0.3,3,-1,29,1,-2,95,-7
NC(=O)COC(=O)/C=C/c1cccc(Br)c1,-0.5,-4,0.0,-3,3,26,-1,-1,98,-1
Cc1nnc(NC(=O)CSc2ccc(-c3ccco3)nn2)s1,0.3,4,0.2,-13,10,5,-1,-1,113,1

# A section from further up, for reference:
SMILES,CAL PDZ FP-1,Cardiac RTF inh,LANA DNA inh,Keap1 Nrf2 FP,NSD2 inh,Arr AP2 block,V-ATPase pHluor,DAGLB inh,DSG3 Ab inh,CAL PDZ FP-2
COC(=O)/C(=C\Nc1ccc(Cl)cc1Cl)NC(=O)c1ccc(Cl)cc1Cl,0.1,-3,0.0,-3,nt,21,-3,-4,nt,0
CS(=O)(=O)c1ccc(Cl)c(NC(=O)COC(=O)c2ccc(F)cc2Cl)c1,0.6,-5,71*,1,-2,-2,1,-1,87,15
Fc1ccc(C(c2nnnn2Cc2cccs2)N2CCN(C3CCCC3)CC2)cc1 (configuration not stated),-0.9,-17,-1.0,0,-4,1,-3,0,100,-2
Cc1cc(-c2ccccc2)nc(N2CCC(C(=O)NC(C)C)CC2)n1,-2.3,3,0.8,1,1,23,-5,-2,102,nt
CCN(C(=O)COC(=O)c1cc(S(=O)(=O)Nc2c(C)n(C)n(-c3ccccc3)c2=O)ccc1Cl)C1CCCCC1,-0.4,9,-1.2,1,-1,-12,2,-2,109,nt

# The list goes on:
SMILES,CAL PDZ FP-1,Cardiac RTF inh,LANA DNA inh,Keap1 Nrf2 FP,NSD2 inh,Arr AP2 block,V-ATPase pHluor,DAGLB inh,DSG3 Ab inh,CAL PDZ FP-2
Cc1c(C(N)=O)c(-c2ccccc2)nn1-c1ccccc1,-2.3,10,1.3,-1,8,32,5,-1,118,-4
COc1ccc(Nc2nc(-c3cccnc3)cs2)c(OC)c1,-4.7,-9,-2.0,-1,2,37,9.1*,3,88,-5
O=C(CNC(=O)c1ccccc1O)N/N=C/c1ccccn1,-1.1,-6,1.3,-6,-7,-5,0,0,105,5
COc1ccc([C@H]2/C=C\CN(S(=O)(=O)c3ccc4ccccc4c3)[C@@H](C)C(=O)N2Cc2ccc(F)cc2)cc1,0.0,-4,0.4,2,nt,1,-1,-12,108,-7
COc1ccc(OC)c(NC(=O)c2ccc(-c3cccs3)cc2)c1,-0.7,6,-1.6,-3,-1,3,0,0,91,1
CS(=O)(=O)N(CC(=O)NCc1ccccc1Cl)c1cccc([N+](=O)[O-])c1,0.0,-6,-0.1,1,33,17,0,0,100,-7
O=S(=O)(Nc1cccc2ccccc12)N1CCCC1,-0.5,4,0.0,-2,-1,9,-2,1,103,-2
O=S1(=O)CCC(NC(=S)SCc2ccccc2Br)C1 (configuration not stated),1.1,-13,2.5,-1,-2,-10,1,-5,104,-3
COc1ccc(NS(=O)(=O)c2ccc(O)c(C(=O)OCC(=O)N3CC(C)OC(C)C3)c2)cc1 (configuration not stated),-0.4,4,-0.4,0,1,-1,0,0,110,nt
Oc1ccc(CCC2CCCCN2Cc2nc(C3CC3)no2)cc1 (configuration not stated),-2.3,-5,-2.5,3,0,3,-3,0,97,-4
CCc1ccc(NC(=O)N(CCN2CCOCC2)C2CCN(C(C)=O)CC2)cc1,0.3,-1,-2.8,-3,-2,-3,-1,0,96,-2
Oc1ccccc1-c1cc(-c2ccccc2Cl)[nH]n1,-0.5,2,-0.7,0,0,29,-3,-3,96,nt
Cc1ccc2c(c1)N(CC(=O)NCc1ccco1)C(=O)CO2,-0.1,6,2.4,-4,2,16,-5,-2,nt,-7
COc1cc(-c2nnc(NC(=O)C3=COCCO3)o2)cc(OC)c1OC,-1.4,3,-1.1,0,-2,2,2,3,98,-3
COCCn1c(N2CCN(c3ccccc3)CC2)nc2c1c(=O)n(C)c(=O)n2C,-3.4,-21,9.9,-1,0,9,0,2,96,-11
Nc1cnn(C2OC(CO)C(O)C2O)c(=O)n1 (configuration not stated),-0.4,1,0.6,-1,1,14,7.8*,0,105,nt
COc1ccc(NC(=O)CCN2CCN(S(=O)(=O)c3ccc(Br)cc3)CC2)cc1,-0.8,-7,-0.5,3,-1,19,3,0,96,2
CN1C2C=C3C(C#N)=C(N)C(C#N)(C#N)[C@@H](c4ccc(Cl)cc4)[C@@H]3C1CC2 (some centres not stated),-1.4,-2,0.3,-4,-5,2,0,0,100,-7
OCn1c2ccccc2c2ccccc21,0.0,5,0.6,1,2,34,-1,-3,90,-3
O=C(CC(c1ccccc1)c1ccco1)N1CCOCC1 (configuration not stated),-1.2,-11,2.3,-9,1,-5,3,0,105,-2
COc1cccc(CN(C)C(=O)C2CCN(S(=O)(=O)c3cccs3)CC2)c1OC,-1.7,2,0.6,-5,-3,-11,-2,-2,103,1
CN(C)C(=O)CSc1nnc(-c2cccnc2)n1-c1ccccc1,0.0,0,1.8,-1,nt,-2,0,-3,114,-1
COc1cc(NS(=O)(=O)c2cc3[nH]c(=O)c(=O)[nH]c3cc2C)cc(OC)c1OC,-1.4,5,0.7,-8,nt,4,0,-2,107,nt
CCCCNc1nc2c(S(=O)(=O)c3ccccc3)nnn2c2ccccc12,-1.0,-6,-0.2,-2,nt,2,-3,1,108,nt
O=C(Cn1[nH]c(=O)c2ccccc2c1=O)Nc1cccc(-c2nnc3n2CCCCC3)c1,nt,4,0.0,-5,nt,5,4,3,100,2
Cc1c(NS(=O)(=O)c2cc(C(=O)NC(C)c3ccccc3)ccc2Cl)c(=O)n(-c2ccccc2)n1C (configuration not stated),-4.5,-16,1.8,-1,0,-18,0,0,98,-1
CCCN(C(=O)C1CCCN(c2ncnc3c2nc2n3CCCCC2)C1)c1ccc(F)cc1 (configuration not stated),-1.8,-7,-0.7,-4,-2,18,2,-6,97,2
CC(C)C(=O)Nc1nc2ccc(S(C)(=O)=O)cc2s1,-0.2,12,1.7,-2,5,1,2,0,114,2
O=C(CCc1ccccc1)Nc1ccc(F)c([N+](=O)[O-])c1,0.1,-3,-1.5,-3,-1,-2,-2,-2,102,-5
Cc1sc2ncn(CC(=O)NCCCC(=O)N3CCN(c4ccccn4)CC3)c(=O)c2c1C,-0.5,3,5.1,-9,28,-9,0,0,94,0
CCNCc1cc([N+](=O)[O-])ccc1OCC,0.0,6,-1.2,-5,7,3,-1,2,91,-2
O=C(CCCOc1ccccc1)Nc1cccc(S(=O)(=O)N2CCCCCC2)c1,-3.0,-7,-1.3,-3,-2,0,-2,-12,107,0
Cc1nc(N)nc(N)c1/C=C/C(C)(C)c1ccc(Cl)cc1,-2.7,0,-0.2,0,-1,39,0,2,105,5
O=C(COc1ncnc2ccccc12)N1CCN(c2ccccc2)CC1,-1.3,-8,-0.7,2,-2,16,2,-3,102,0
Cc1cccc(N2C(=O)CSC23CCCCC3)c1,-0.4,2,-0.1,-6,-4,11,3,0,103,-8
C#CCSC1=C(C#N)C(c2cccs2)C(C(=O)OCC)=C(C)N1 (configuration not stated),-1.2,-1,0.3,-4,-1,1,-5,-4,97,1
O=C(COc1ccc(S(=O)(=O)N2CCCCC2)cc1Cl)N1CCOCC1,0.0,9,0.2,-6,nt,9,-2,0,96,0

# Only part of the results is shown; the hit share may differ from the screen's.
